SENP7 block: blocks the human protease SENP7; Q9BQF6; recombinant SENP7, Z-RLRGG-aminoluciferin luminescence, 40 min; inhibition, % at 5 µM; 330,000 compounds, 1.5% hits; AID 434973;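 active = inhibition above about 50% at the single test dose, limit read from the data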;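 also: plate controls were DMSO with enzyme for no effect and no enzyme buffer wells for full effect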
Target sequence (Q9BQF6 706-1050 limits assumed): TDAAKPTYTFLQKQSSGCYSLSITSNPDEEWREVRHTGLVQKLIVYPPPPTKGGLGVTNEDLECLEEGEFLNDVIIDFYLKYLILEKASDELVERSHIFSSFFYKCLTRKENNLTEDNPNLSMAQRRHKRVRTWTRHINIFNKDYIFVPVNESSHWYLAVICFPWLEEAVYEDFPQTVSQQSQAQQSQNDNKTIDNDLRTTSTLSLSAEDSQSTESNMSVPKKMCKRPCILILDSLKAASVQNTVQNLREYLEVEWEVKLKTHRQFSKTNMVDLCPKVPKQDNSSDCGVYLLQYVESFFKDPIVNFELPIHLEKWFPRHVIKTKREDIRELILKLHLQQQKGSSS
SENP6 block: inhibitors of human SENP6 protease; Recombinant SENP6 catalytic domain, aminoluciferin luminescence; AID 2599; Q9GZR1; inhibition, % at 10 µM; 330,000 compounds, 1.8% hits;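 active = inhibition above about 50% at the single tested dose, limit read from the data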;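 also: plate controls were DMSO wells with enzyme for no effect and DMSO wells lacking enzyme for full effect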
HKDC1 inhibitor: HKDC1 (human) hexokinase inhibition | recombinant HKDC1, G6PDH/diaphorase resazurin coupled fluorescence | inhibition, % at 20 µM | 340,000 compounds, 0.16% hits | AID 493160;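 active = inhibition above about 35% when tested at 20 µM, limit read from the data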;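 also: plate controls were DMSO wells with enzyme for no effect and DMSO wells lacking enzyme for full effect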
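Test system: HK5 enzyme. Quantity: 5 µg/mL HK5 final. Reagent: glucose and ATP substrates. Schedule: 90 min reaction incubation at room temperature, dark. Technique: resazurin-to-resorufin fluorescence via G6PDH and diaphorase coupling, 525/613 nm. Control set: DMSO wells with and without enzyme mix.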
GRIN3A LBD mod: modulators (binders) of human NR3A ligand-binding domain; NR3A LBD differential scanning fluorimetry, Tm shift; 0% = protein alone, 100% = glycine-bound protein; Tm shift relative to glycine control, % at 25 µM; 340,000 compounds, 2.5% hits;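 active = melting temperature shift of at least 10% of the positive control shift, at one fixed dose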
SENP8 inh: SENP8 (human) protease inhibition; Q96LD8; recombinant SENP8, Nedd8 substrate fluorescence; inhibition, % at 20 µM; 360,000 compounds, 0.64% hits; AID 602440; in the data active = inhibition mostly above about 40%, no sharp cut-off; inactive = mostly below about 27%
Target sequence (Q96LD8 whole entry, looked up): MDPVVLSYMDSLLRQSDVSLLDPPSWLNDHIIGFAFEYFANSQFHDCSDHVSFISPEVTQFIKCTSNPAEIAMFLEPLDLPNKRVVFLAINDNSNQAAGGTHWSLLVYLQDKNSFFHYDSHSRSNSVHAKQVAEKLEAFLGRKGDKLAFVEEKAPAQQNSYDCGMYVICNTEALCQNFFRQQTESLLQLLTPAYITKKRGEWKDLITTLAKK
MPTP block: inhibitors of mitochondrial permeability transition pore; isolated mouse mitochondria, Ca2+ swelling absorbance, 30 min; inhibition, % at 10 µM; 360,000 compounds, 1.4% hits; AID 602449;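 active = inhibition of 50% or more, scaled per plate between neutral and stimulator controls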;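 also: 0% = DMSO wells given calcium and 100% = 1 mM EGTA wells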
PfG6PD inh: PfG6PD (Plasmodium falciparum) enzyme inhibition; PfGluPho enzyme, NADPH resazurin-diaphorase fluorescence; inhibition, % at 20 µM; 350,000 compounds, 0.78% hits; AID 504690;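 active = inhibition reaching at least a set limit at 20 µM in the primary screen, cut at about 59% in these data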;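 also: 0% = DMSO wells with substrate and 100% = DMSO wells lacking glucose-6-phosphate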
ATG4B inhibitor: ATG4B (human) cysteine protease inhibition; Q9Y4P1; ATG4B cleavage of LC3-PLA2, NBD-HPC fluorescence, 1 h; AID 504462; 340,000 compounds, 0.51% hits; inhibition, % at 8.33 µM; in the data active = inhibition above about 40%
Target sequence (Q9Y4P1 whole entry, looked up): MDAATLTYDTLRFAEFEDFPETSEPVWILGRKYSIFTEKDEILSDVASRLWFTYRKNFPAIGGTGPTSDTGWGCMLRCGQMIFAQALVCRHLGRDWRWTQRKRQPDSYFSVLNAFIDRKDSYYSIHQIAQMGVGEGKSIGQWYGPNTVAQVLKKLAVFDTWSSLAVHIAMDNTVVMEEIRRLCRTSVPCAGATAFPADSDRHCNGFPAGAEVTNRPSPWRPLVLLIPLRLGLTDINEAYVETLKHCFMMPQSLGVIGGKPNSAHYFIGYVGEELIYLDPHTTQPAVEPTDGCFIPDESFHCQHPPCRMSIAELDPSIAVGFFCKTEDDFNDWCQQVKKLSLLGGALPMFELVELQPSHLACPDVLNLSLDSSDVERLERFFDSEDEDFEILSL
* marks the source's active call; other numbers are inactive results; / = no result given.

Preview:
SMILES	SENP7 block	SENP6 block	HKDC1 inhibitor	GRIN3A LBD mod	SENP8 inh	MPTP block	PfG6PD inh	ATG4B inhibitor
O=C(CCc1ccccc1)NN1C(=O)C2C3C=CC(O3)C2C1=O (configuration not stated)	2	-4	-5	1	-3	-2.2	15	1
O=C(O)C(Sc1ccncn1)c1ccccc1 (configuration not stated)	9	-10	-8	-4	8	-2.5	-2	-7
CSc1nc2nc3c(cc2c(=O)n1-c1ccccc1C)CCCC3	11	17	-6	1	-3	0.9	14	7
CSc1ccc(CN(C)CC(=O)NC(C)c2ccccc2)cc1 (configuration not stated)	6	0	3	-2	13	-0.7	-12	2
COc1ccc(C(=O)NNC(=O)CCC(=O)NNC(=O)c2ccc(OC)cc2)cc1	-4	12	9	-1	8	-1.9	-14	3

Main list, from the first entry:
SMILES	SENP7 block	SENP6 block	HKDC1 inhibitor	GRIN3A LBD mod	SENP8 inh	MPTP block	PfG6PD inh	ATG4B inhibitor
O=C(CCc1ccccc1)NN1C(=O)C2C3C=CC(O3)C2C1=O (configuration not stated)	2	-4	-5	1	-3	-2.2	15	1
O=C(O)C(Sc1ccncn1)c1ccccc1 (configuration not stated)	9	-10	-8	-4	8	-2.5	-2	-7
CSc1nc2nc3c(cc2c(=O)n1-c1ccccc1C)CCCC3	11	17	-6	1	-3	0.9	14	7
CSc1ccc(CN(C)CC(=O)NC(C)c2ccccc2)cc1 (configuration not stated)	6	0	3	-2	13	-0.7	-12	2
COc1ccc(C(=O)NNC(=O)CCC(=O)NNC(=O)c2ccc(OC)cc2)cc1	-4	12	9	-1	8	-1.9	-14	3
COC(=O)C1=C(C)N(c2ccc(OC)cc2)C(C)=C(C(=O)OC)C1c1ccc(OC)cc1	-11	-8	0	1	19	0.6	11	-6
CC(C)CN1C(=O)NC(NC(=O)c2ccco2)(C(F)(F)F)C1=O (configuration not stated)	9	10	-8	2	6	5.2	5	3
NC(=O)C1=C[C@H](c2csc3ccccc23)C[C@H](OCc2ccc(CO)cc2)O1	7	-7	9	-1	8	0.6	0	-7
Cc1ccc(O)c(C(=O)c2cc(C#N)c(=O)n(C(C)c3ccccc3)c2)c1 (configuration not stated)	2	-15	-3	0	16	7.5	-2	-11
Cc1ccc(-c2nc3cc(NC(=O)C(C)C)ccc3o2)cc1	84*	76*	-4	-29	-491	-2.7	-10	-11
CCOC(=O)Cc1csc(NS(=O)(=O)c2ccc(Br)cc2)n1	-2	1	-9	0	10	0.4	-26	-7
O=C(NCCCN1CCOCC1)c1ccccc1-c1ccccc1	-3	-11	-3	-1	7	-1.7	-4	3
CCOC(=O)N/N=C1\CCc2ccccc21	2	-10	-8	0	5	-1.2	0	-1
CC(Oc1ccc2c(-c3ccccc3)cc(=O)oc2c1)C(=O)NCC(O)c1ccccc1 (configuration not stated)	-4	9	-4	-1	-9	0.5	2	-32
COc1ccc(C2/C(=C(/O)c3ccccc3)C(=O)C(=O)N2c2ccccn2)c(OC)c1 (configuration not stated)	-2	5	-7	1	9	0.9	-8	2
CCc1ccccc1NC(=O)CN(C)C(=O)Cn1ncc(Cl)c(Cl)c1=O	/	/	-14	-3	20	0.7	26	0
O=c1cc(N2CCC3(CC2)OCCO3)[nH]c(=O)n1C1CCCCC1	-3	7	-10	-1	7	12	1	-4
CN(C(=O)c1ccc(Cl)c(S(=O)(=O)N2CCOCC2)c1)c1ccccc1C(=O)O	0	-9	-8	-1	4	2.0	-11	-3
CCNCC(=O)N1c2ccccc2CCc2ccc(NC(C)=O)cc21	8	-14	-5	-4	-1	-1.3	-13	0
COC(Cc1nnc(SC)n1-c1ccccc1)OC	3	-1	-4	0	-6	-3.5	-14	-1
COc1ccc(C2c3[nH]c4ccccc4c3CCN2C(=O)c2cc3ncccn3n2)c(F)c1 (configuration not stated)	/	/	6	-11	-12	-2.5	-9	23
O=C(NCC1CCCO1)c1cccc(C(=O)NCC2CCCO2)c1 (configuration not stated)	5	-4	5	0	14	0.1	-2	-5
COc1ccc(NCC(=O)Nc2cccc(C(F)(F)F)c2)cc1S(=O)(=O)N1CCOCC1	2	-7	0	0	-48	0.0	1	1
Cc1ccc(C(=O)N/C(=C/c2cccs2)C(=O)NCC2CCCO2)cc1 (configuration not stated)	-7	-16	-8	0	0	-0.6	-9	-10
CSc1ccc(CCNC(=O)CCc2nnc3ccc(N4CCOCC4)nn23)cc1	-2	-1	0	0	4	-0.9	-7	-3
O=C(COc1ccc2c(c1)C(=O)CC1(CCCCC1)O2)NCc1ccccc1	6	10	0	0	-326	3.2	-12	-10
CCc1cc(C(=O)Nc2ccc(OC)nc2)sc1C	-5	-15	/	-1	7	1.2	/	3
CN(C)c1ccc(C(C[N+](=O)[O-])c2c(N)n(C)c(=O)n(C)c2=O)c(F)c1C#N (configuration not stated)	-8	-10	1	0	-34	-0.2	15	-1
COc1ccc(CCNC(=O)/C(C#N)=C2\N=C(NC(=O)c3ccco3)c3ccccc32)cc1	2	4	0	-6	9	6.7	20	-8
CCn1c(SCC(=O)N2CCCC(C)C2)nc2c1c(=O)n(C)c(=O)n2C (configuration not stated)	-11	-12	-1	-1	10	-0.7	5	1

Overlap with the part before: 3 compounds, then new ones.
SMILES	SENP7 block	SENP6 block	HKDC1 inhibitor	GRIN3A LBD mod	SENP8 inh	MPTP block	PfG6PD inh	ATG4B inhibitor
CN(C)c1ccc(C(C[N+](=O)[O-])c2c(N)n(C)c(=O)n(C)c2=O)c(F)c1C#N (configuration not stated)	-8	-10	1	0	-34	-0.2	15	-1
COc1ccc(CCNC(=O)/C(C#N)=C2\N=C(NC(=O)c3ccco3)c3ccccc32)cc1	2	4	0	-6	9	6.7	20	-8
CCn1c(SCC(=O)N2CCCC(C)C2)nc2c1c(=O)n(C)c(=O)n2C (configuration not stated)	-11	-12	-1	-1	10	-0.7	5	1
CCOc1cc2c3c(c1)C1(C(=O)N3C(C)(C)C=C2C)C(C#N)=C(N)Oc2cc(O)ccc21 (configuration not stated)	-3	-18	9	-16	-69	-0.5	-7	-16
CC(C)NC(=O)CSc1nnc(C2CC2)n1-c1ccccc1	-3	3	-7	0	15	-3.4	-8	2
Cc1sc2nc(CSC(C)C(=O)Nc3ccc(C#N)cc3)[nH]c(=O)c2c1C (configuration not stated)	-2	5	8	-6	-120	2.0	17	7
O=C(Cc1ccccc1[N+](=O)[O-])NNC(=O)c1cccs1	-9	3	-3	0	17	-0.5	-3	-4
CCC1SC(C)C/C(=N/NC(N)=O)C1C (configuration not stated)	-1	-11	1	0	2	-1.7	-23	5
Cc1ccc2c(c1)C(=O)OC1(O)C3C4C=CC(C4)C3C(=O)N21 (configuration not stated)	2	3	0	0	-3	1.4	-12	4
O=C1C(Oc2ccc(Cl)cc2)C(c2ccc3c(c2)OCO3)N1CC1CCCO1 (configuration not stated)	7	5	-6	-4	11	2.3	9	-4
COc1ccc(-n2cc(CNCCCn3ccnc3)c(-c3cccc(F)c3)n2)cc1	-2	-13	-12	0	-39	-3.7	12	-16
O=C(NCCc1ccc(F)cc1)c1coc(=O)c(Br)c1	-5	-8	6	0	-27	-0.4	1	1
O=c1oc2ccccc2c(NCc2ccccc2)c1[N+](=O)[O-]	8	5	-3	6	20	4.1	8	-3
COc1ccc(NC(=O)c2c(Nc3ccccc3)sc(C(=O)c3ccc(F)cc3)c2N)cc1	-2	3	-3	0	19	92*	-35	-4
Cc1ccc(-n2nc(C)c3c(C)cc(=O)[nH]c32)cc1	-5	-12	15	0	-8	0.0	0	-10
Cc1ccc(C)c(NC(=O)C2(C)CC3c4ccccc4C2c2ccccc23)c1 (configuration not stated)	-3	-11	-3	6	8	5.1	-1	-3
CCN(CCCNC(=O)CCn1c(=S)[nH]c2cc3c(cc2c1=O)OCO3)c1cccc(C)c1	0	10	-6	2	6	-0.6	0	12
COc1ccc(NC(=O)C2CC(c3ccc(OC)c(OC)c3)=NO2)cc1OC (configuration not stated)	0	-9	1	0	7	-0.1	20	0
O=C(NC(Cc1ccccc1)C(=O)O)OCC1c2ccccc2-c2ccccc21 (configuration not stated)	-4	-3	0	-3	6	0.7	-38	44*
O=C(Nc1cccc(Cl)c1)N(CCN1CCOCC1)Cc1ccccc1F	-24	-4	0	1	26	79*	3	-2
O=S(=O)(NCCSc1ccccn1)c1ccc(Br)cc1	1	23	-5	0	16	0.9	23	-5
CC(C)CCNC(=O)NC(=O)COc1ccccc1C#N	-2	-22	-1	1	8	-0.1	-5	-17
CC1(c2ccccc2)NC(=O)N(CC(=O)N2CCN(S(=O)(=O)c3c(F)cccc3F)CC2)C1=O (configuration not stated)	2	4	3	0	7	-0.5	-13	3
Nc1nonc1-n1nnc(C(=O)N/N=C/C2CC=CCC2)c1CSc1ccccc1 (configuration not stated)	-8	-5	0	2	9	3.1	5	-1
O=C(Nc1ccc2c(c1)OCCO2)c1ccc(Cl)cc1	73*	81*	-8	-1	3	1.0	34	5
CCOc1ccc(CN2CCN(C(=O)c3cccc4ccccc34)CC2)cc1	1	-2	-6	9	13	-1.6	11	-10
S=C(NCCc1cccc(Cl)c1)NCc1ccccc1	-1	-2	/	/	2	12	/	/
CN(C)c1ccc(-n2cccc2/C=C/[N+](=O)[O-])cc1	-4	-4	10	2	16	-1.0	5	-6
O=C(NCc1cccs1)c1ccc(CS(=O)Cc2cccc(Cl)c2)o1 (configuration not stated)	-13	-7	-3	6	13	-0.3	-5	5
CCCCNC(=O)c1ccc(C)c(NC(=O)C2=C(C)OCCS2)c1	0	-8	-1	0	11	0.0	-20	6
CC(C)c1ccc(S(=O)(=O)c2cc3cc(Br)ccc3oc2=O)cc1	3	0	-10	2	-18	39	-3	4
Cc1ccc(N2C(=O)[C@@H]3[C@H](C2=O)C2c4ccccc4C=CN2[C@@H]3C(=O)c2ccco2)c(C)c1 (some centres not stated)	51*	43	8	-1	-123	1.5	-4	14
Cc1cc(N2CCOCC2)nc(C(C)C)n1	4	-12	-1	-1	8	-3.1	-13	5
CC(=O)c1cccc(S(=O)(=O)N2CCCC(c3nc4c(nnn4Cc4ccc(C)cc4)c(=O)[nH]3)C2)c1 (configuration not stated)	0	-30	0	-21	11	-1.4	-14	-9
COc1ccc(-c2nnc3sc(-c4cccs4)nn23)cc1OC	-9	-5	1	-1	-38	-1.2	0	-13
NC(=O)CNCCC(c1ccccc1)c1ccccc1	8	2	-6	-2	1	0.3	6	0
OCCNCCCCOc1cccc(Br)c1	-4	1	-13	2	14	5.1	0	5
CCOc1ccccc1N1CCN(C(=O)c2cn(CC3CCCCC3)nn2)CC1	-2	19	7	1	1	-0.3	-4	4
COc1ccc(OC)c(NC(=O)N2CCCc3ccccc32)c1	10	-18	-5	-1	-1	0.2	13	23
COC(=O)c1cc(C#N)c(NCc2ccccc2)nc1C	4	10	5	0	-307	-0.3	-10	0
CN(C)S(=O)(=O)c1ccc(NC(=O)C2CC(=O)N(Cc3ccccc3Cl)C2)cc1 (configuration not stated)	-11	-11	0	1	6	-0.4	10	-9
COc1ccc(C2(CNC(=O)c3ccc(C)cc3)CCOCC2)cc1	-1	4	-14	-2	10	2.6	14	-10
O=C(NCCC(=O)N1CCN(C(=O)c2ccco2)CC1)c1ccccc1Cl	8	2	-8	3	3	3.5	13	-12
C/C(CC(=O)Nc1c(C)cc(C)cc1C)=N\NC(=O)c1cnccn1	1	3	-9	-1	18	1.2	-6	-9
Cc1ccc[n+](-c2[nH]c(=O)sc2/C=N/N=C(\[O-])c2cccnc2)c1	-17	-23	7	0	9	-0.7	11	-2
NC(=O)C1CC(=O)N(c2ccc(OCC(=O)N3CCCC3)cc2)C1 (configuration not stated)	/	/	3	6	22	-0.4	-4	3

Screening results: PubChem, Sanford-Burnham Center for Chemical Genomics
